Screens (PubChem BioAssay)
PI4K2A block = qHTS for small molecular inhibitors of PI4K2A; Phosphatidylinositol 4-kinase type 2-alpha (Homo sapiens), Q9BTU6; purified PI4K2A, ADP-Glo luminescence, 1 h; hits give low values; activity change, negative = inhibition, % at 76.9 µM; 0.13% of 420,000 active; AID 1346378, 2018; in the data active means activity change below about -50%; inconclusive means mostly about -30% to -49%;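 further: -100% = wells without enzyme as full effect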
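PI4K2A activity was measured by ADP-Glo luminescence: enzyme (4 ug/mL stock) and phosphatidylinositol (1.2 mM stock) in Tris pH 7.5/MgCl2/EGTA/Triton X-100 buffer were reacted with ATP (300 microM stock) for one hour at ambient temperature.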
RXFP1 agonist = qHTS Assay for Agonists of the Relaxin Receptor RXFP1; Relaxin receptor 1 (Homo sapiens), Q9HBX9; HEK293T-RXFP1 cAMP TR-FRET, 30 min; response scale: percent of porcine relaxin response, buffer zero; Potency, µM (series often up to 57.5 µM), without a hit: top-dose activation, hits mostly activators; 0.3% of 370,000 active; AID 2676, 2010; further: potency means the concentration at half of the fitted maximal effect; on the % scale 0 is the no-effect control and ±100 the full control effect; nearly all actives have a fitted effect of over 60% in size; many of its hits are not listed in these tables
Target sequence (Q9HBX9 whole entry, looked up): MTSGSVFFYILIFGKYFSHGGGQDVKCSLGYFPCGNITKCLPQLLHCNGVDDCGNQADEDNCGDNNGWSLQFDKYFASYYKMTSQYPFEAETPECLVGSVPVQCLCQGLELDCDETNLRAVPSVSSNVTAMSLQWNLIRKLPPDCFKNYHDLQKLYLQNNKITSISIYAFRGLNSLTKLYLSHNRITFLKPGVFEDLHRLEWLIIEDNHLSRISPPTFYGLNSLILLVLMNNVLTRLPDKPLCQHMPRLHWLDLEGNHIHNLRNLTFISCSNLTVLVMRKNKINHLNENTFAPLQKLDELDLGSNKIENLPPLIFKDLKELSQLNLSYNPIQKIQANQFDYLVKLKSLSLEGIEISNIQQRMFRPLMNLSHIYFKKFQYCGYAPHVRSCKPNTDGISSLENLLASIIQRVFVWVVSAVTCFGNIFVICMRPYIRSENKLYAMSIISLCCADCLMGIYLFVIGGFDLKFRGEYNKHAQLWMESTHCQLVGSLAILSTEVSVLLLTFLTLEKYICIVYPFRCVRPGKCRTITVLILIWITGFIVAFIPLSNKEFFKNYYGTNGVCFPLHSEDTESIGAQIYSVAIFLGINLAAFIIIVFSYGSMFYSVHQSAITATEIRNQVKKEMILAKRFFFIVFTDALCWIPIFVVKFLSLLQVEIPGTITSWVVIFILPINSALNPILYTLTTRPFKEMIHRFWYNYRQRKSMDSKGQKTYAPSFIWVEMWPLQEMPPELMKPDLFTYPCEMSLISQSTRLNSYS
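cAMP rise read by TR-FRET after 30 min, 37C compound exposure (up to 58 uM) in RXFP1-transfected HEK293 cells with Ro 20174 present. EC50 from Hill-equation fits, with 29 nM porcine relaxin as 100% and buffer as basal.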
TrxR1 substrate = qHTS Assay for Substrates of Mammalian Selenoprotein Thioredoxin Reductase 1 (TrxR1): qHTS; Thioredoxin reductase 1, cytoplasmic (Rattus norvegicus), O89049; purified TrxR1 substrate turnover, NADPH consumption readout; Potency, µM (series often up to 114 µM), without a hit: top-dose activity change, negative = substrate turnover; 0.01% of 390,000 active; AID 588456, 2011; further: potency means the concentration at half of the fitted maximal effect; on the % scale 0 is the no-effect control and ±100 the full control effect; nearly all actives have a fitted effect of over 50% in size
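Rat TrxR1, dispensed at 90 nM, was prereduced with 400 uM NADPH (final) for 5 min at ~22 deg C, then incubated with compound 15 min before 400 uM selenite. A first-read NADPH fluorescence drop versus no-compound background flagged substrates.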
Vif-A3G inh = qHTS for Inhibitors of Vif-A3G Interactions: qHTS | 0.076% of 410,000 active | Potency, µM (highest dose often 46.1 µM), for inactives: top-dose activity, negative = active, usual class: inhibitors | DNA dC->dU-editing enzyme APOBEC-3G (Homo sapiens), Q9HC16 | HeLa A3G-eYFP + Vif (tagged APOBEC3G with the HIV-1 protein that degrades it), YFP fluorescence, overnight;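 further: potency means the concentration at half of the fitted maximal effect; on the % scale 0 is the no-effect control and ±100 the full control effect; nearly all actives have a fitted effect of over 60% in size; hits raise eYFP signal because A3G escapes Vif-driven loss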
Target sequence (Q9HC16 whole entry, looked up): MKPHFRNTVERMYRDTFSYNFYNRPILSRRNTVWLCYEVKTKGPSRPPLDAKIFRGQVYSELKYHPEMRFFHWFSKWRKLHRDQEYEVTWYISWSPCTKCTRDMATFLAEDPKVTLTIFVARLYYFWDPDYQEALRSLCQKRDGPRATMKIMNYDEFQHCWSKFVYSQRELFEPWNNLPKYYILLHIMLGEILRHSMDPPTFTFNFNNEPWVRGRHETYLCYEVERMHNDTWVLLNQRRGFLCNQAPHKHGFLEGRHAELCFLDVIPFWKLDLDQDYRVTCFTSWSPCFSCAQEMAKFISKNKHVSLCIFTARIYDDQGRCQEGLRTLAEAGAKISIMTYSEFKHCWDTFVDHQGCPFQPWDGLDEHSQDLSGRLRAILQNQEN
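HeLa cells stably expressing Vif and C-terminally eYFP-tagged A3G, seeded overnight at 37 deg C, then exposed to compound by pintool overnight at 37 deg C. Rise in yellow fluorescence (Ex 488/Em 500-530, Acumen) marks blocked Vif-driven A3G degradation.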
IDH1 R132H inh = qHTS for Inhibitors of mutant isocitrate dehydrogenase 1 (IDH1): qHTS | Potency, µM (series often up to 76.6 µM), for the others: at the top dose activity change, negative = inhibition, most hits filed as inhibitors | AID 602179, 2012 | IDH1-R132H enzyme, NADPH consumption, diaphorase/resazurin fluorescence | Isocitrate dehydrogenase [NADP] cytoplasmic (Homo sapiens), O75874 | 0.093% of 390,000 active; further: potency means the concentration at half of the fitted maximal effect; on the % scale 0 is the no-effect control and ±100 the full control effect; nearly all actives have a fitted effect of over 65% in size
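IDH1-R132H (0.5 ug/mL) preincubated 30 min with compound, then NADPH (0.016 mM) and alpha-KG (2 mM) added; 80 min at RT, pH 7.5. Remaining NADPH coupled via diaphorase/resazurin to fluorescence (540/590 nm); concentration-response curves normalized to no-enzyme control.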
Glioma ERSR ind = qHTS for Inducers of the Endoplasmic Reticulum Stress Response (ERSR) in Human Glioma: qHTS. 0.02% of 420,000 active. U87-MG GRP78 promoter luciferase reporter, 16 h. Potency, µM, without a hit: at the top dose activation, most hits filed as activators; further: potency means the concentration at half of the fitted maximal effect; series mostly up to about 76 µM; % of control where 0% means no effect; nearly all actives have a fitted effect of over 35% in size
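ERSR induction read as luciferase luminescence (Bright-Glo, 10 min at room temperature) in stably transfected human U87-MG glioma cells exposed to compounds for 16 h, using GRP78 as sensor.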
LDHA block = qHTS assay for inhibitors of human lactate dehydrogenase; L-lactate dehydrogenase A chain (Homo sapiens), P00338; purified LDHA, NADH/diaphorase-resazurin fluorescence; hits give low values; AID 1347041, 2019; activity change, % (values are at about 110 or 230 µM); 0.15% of 480,000 active; in the data active means activity change below about -30%; inconclusive means mostly about -25% to -30%;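 further: plate controls were DMSO wells for no effect and wells without enzyme for full effect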
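Enzyme activity of human lactate dehydrogenase 5 (2 nM; 0.06 mM NADH, 0.2 mM pyruvate, 5 min, RT) is measured via a resazurin/diaphorase fluorescence readout of residual NADH.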
USP1-UAF1 inh = Inhibitors of USP1/UAF1: Primary Screen; Ubiquitin carboxyl-terminal hydrolase 1 (Homo sapiens), O94782; recombinant USP1/UAF1, Ub-Rhodamine cleavage fluorescence; Potency, µM (series often up to 57.1 µM), for inactives: top-dose activity change, negative = inhibition, usual class: inhibitors; 0.23% of 390,000 active; AID 743255, 2014; further: potency means the concentration at half of the fitted maximal effect; on the % scale 0 is the no-effect control and ±100 the full control effect; nearly all actives have a fitted effect of over 60% in size; inactives centre near -12
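High-throughput fluorogenic screen: 1nM USP1/UAF1 complex, Ub-Rho substrate 150nM final, 50mM HEPES pH 7.8 with 0.5mM EDTA, 0.1 mg/ml BSA, 1mM TCEP and 0.01% Tween-20.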
Vif-APOBEC3F blk = qHTS for Inhibitors of Vif-A3F Interactions: qHTS. AID 602313, 2012. 0.2% of 390,000 active. Potency, µM (highest dose often 46.1 µM), for inactives: at the top dose activity, negative = active. HeLa A3F-eYFP + Vif (tagged APOBEC3F with the HIV-1 protein that degrades it), YFP fluorescence increase; further: potency means the concentration at half of the fitted maximal effect; % of control where 0% means no effect; nearly all actives have a fitted effect of over 65% in size
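HeLa cells stably expressing A3F-eYFP plus Vif, plated and incubated overnight at 37 deg C, then exposed to compounds overnight at 37 deg C. Blocked degradation read as raised yellow fluorescence (Ex 488/Em 500-530).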
An asterisk follows results filed as active; ? = inconclusive; nt = not tested or not shown; & = joins results of further samples; [ ] = remark or other dose. Unless noted, the call rests on the fitted dose curve; in most records, active means well fitted curve in the direction sought with a large enough effect; inconclusive means small, poorly fitted or top-dose-only effect, or another doubt; inactive means no such curve, though single readings can be large; an effect the other way counts as inactive or inconclusive.

nr	smiles	LDHA block	Vif-A3G inh	IDH1 R132H inh	USP1-UAF1 inh	PI4K2A block	Vif-APOBEC3F blk	RXFP1 agonist	Glioma ERSR ind	TrxR1 substrate
1	CCOC(=O)C1=C(C2=CCCCC2)c2ccc(OC)cc2N(S(=O)(=O)C(F)(F)F)C1C(=O)OCC (configuration not stated)	5	-9%	14%	-28%	8	3%	nt	?	3%
2	O=C(Cc1ccc(F)cc1)NC(Cc1c[nH]c2ccccc12)C(=O)O (configuration not stated)	0	-5%	8%	-6%	7	5%	-1.3%	1%	8%
3	CCOc1ccc(-n2ccnc2SCC(=O)Nc2nnc(CC)s2)cc1	-1	0%	2%	1%	-14	-1%	0.8%	-2%	6%[57.1 µM]
4	CNc1c(N)n(Cc2ccccc2)c(=O)[nH]c1=O	-6	6%	0%	-28%	3	3%	-0.3%	2%	1%
5	C[C@H](NC(=O)C1CCN(C(=O)[C@H](Cc2ccccc2)NC(=O)OC(C)(C)C)CC1)C(=O)O	-4	0%	0%	-18%	-3	3%	4.3%	-5%	-4%
6	CC(Nc1ccccc1N1CCCCC1)C(=O)N1CCc2ccccc21 (configuration not stated)	-1	1%	-5%	-2%	4	8%	0.4%	-4%	-1%
7	Cc1cc2[nH]c(=O)c(=O)[nH]c2cc1S(=O)(=O)N1CCN(c2cccc(C)c2C)CC1	-12&1	-4%&2%	-21%&4%	-21%&-9%	-3&-1	2%&1%	5.2%&7.2%	-5%&-3%	10%[57.1 µM]
8	C[C@@H]1CC=C[C@H]2[C@H]1C(=O)N(Cc1ccccc1)[C@H]2c1ccc(/C=C/c2ccccc2)cc1F	-15	-1%	2%	?	-2	-2%	8.0%	-5%	28%[57.1 µM]
9	CC1(c2nnc(-c3ccc(F)cc3)o2)CC(c2ccccc2)=NO1 (configuration not stated)	0	2%	-3%	-16%	-7	0%	-0.4%	1%	-2%
10	Cc1nc(-c2ccccc2)sc1-c1ccc(SCC(=O)Nc2cccc(C(F)(F)F)c2)nn1	-1	-2%	5%	8%	-3	-1%	6.8%	0%	38%[activator]
11	NS(=O)(=O)c1ccc(CCNC(=O)C2CCCCN2S(=O)(=O)c2ccccc2)cc1 (configuration not stated)	-4	-2%	3%	1%	7	-6%	2.5%	-2%	6%
12	O=C(N/N=C/c1ccccc1)c1cccc2ccccc12	-3	?	4%	-17%	-1	-1%	nt	2%	3%
13	Cc1cc(C(=O)CS(=O)(=O)c2ccc(F)cc2)cc(C)c1O	8	0%	1%	-6%	4	-6%	1.6%	5%	3%[57.1 µM]
14	COCC(=O)N1CCC(n2nccc2NC(=O)c2ccccc2OC)CC1	-4	2%	9%	-18%	-1	1%	-1.9%	1%	-5%
15	N/C(=N\O)c1ccccc1N1CCCCC1	-4	-5%	0%	-24%	-2	9%	-2.4%	0%	-5%
16	CCc1nc(SCC(=O)Nc2ccnc3ccccc23)n[nH]1	0	0%	3%	-8%	22	-8%	-0.1%	-5%	11%
17	CC1CCCC(NC(=O)COC(=O)CCC2CCCC2)C1C (configuration not stated)	-6	0%	-2%	-4%	6	0%	-3.9%	-2%	-5%
18	Nc1nc2c(nc(SCc3ccccc3Br)n2[C@@H]2O[C@H](CO)[C@@H](O)[C@H]2O)c(=O)[nH]1	-1	-9%	-10%	-20%	2	12%	-1.3%	-4%	1%
19	CCOC(=O)c1[nH]c(COC(=O)CCCOc2ccccc2)c(C(=O)OCC)c1C	-2	0%	2%	-21%	6	3%	1.2%	-5%	15%[57.1 µM]
20	CCCc1nnc(NC(=O)c2cccc(OC)c2)s1	-1	-1%	9%	-8%	5	3%	-1.6%	0%	-3%
21	CC(=O)NC1=NN(C(C)=O)C(C)(CS(=O)(=O)c2ccc3ccccc3c2)S1 (configuration not stated)	-1	-6%	11%	-19%	-9	-24%	-2.8%	-1%	0%
22	COc1ccccc1OCc1ccc(C(=O)Nc2cc(OC)c(OC)c(OC)c2)o1	-1	-3%	8%	-29%	-1	-3%	4.0%	-5%	2%
23	Cc1nc(-n2ncc(C#N)c2N)c2c3c(sc2n1)CCC3	-4	5%	9%	-19%	-2	-8%	-0.9%	-1%	-8%
24	CSc1ncccc1C(=O)OCC(=O)NCCCc1ccccc1	-2	-1%	7%	-19%	7	-5%	nt	-5%	0%
25	Nc1ccc(C(=O)O)c(O)c1	0&-2&-17	-2%&-3%&-3%	-7%&8%&0%	-20%&6%&-8%	1&1&-5&2	-3%&-2%&3%	2.6%&2.1%&-1.4%&-2.2%	1%&-1%&0%&-5%&-1%	4%&9%&4%
26	COc1cccc(-c2cnc3c(NC(C)=O)cc(-c4cccc(C(=O)N(C)C)c4)cn23)c1	-5	?	nt	nt	-1	nt	nt	2%	nt
27	Cc1cccc(N(CC(=O)NCCSc2ccc(Cl)cc2)S(C)(=O)=O)c1C	-7	4%	15%	-21%	3	0%	-0.7%	-3%	-1%
28	O=C(NCc1ccco1)c1ccccc1NC(=O)C1CC(=O)N(c2ccc(Cl)cc2)C1 (configuration not stated)	-3	-6%	1%	-9%	3	-1%	1.5%	-6%	8%[57.1 µM]
29	CN(C)c1cc2c(cc1NC(=O)c1ccc(F)cc1)n(C)c(=O)n2C	11	-1%	-10%	-12%	2	15%	0.7%	-1%	-10%
30	Cc1cccc(Oc2ccc(NC(=O)C3CC=CCC3C(=O)O)cc2)c1 (configuration not stated)	-4	1%	2%	-19%	-4	-3%	-0.9%	1%	-3%
31	CCc1cc2c(=O)c(-c3cnn(-c4ccccc4)c3)c(C)oc2cc1OCC(=O)Nc1ccc(F)c(F)c1	-5	-4%	7%	-9%	1	-20%	1.8%	-5%	-8%
32	CCn1c(SCc2ccc(Cl)cc2)nnc1-c1ccccc1	-5	3%	0%	3%	7	9%	0.4%	1%	13%[57.1 µM]
33	Cc1ccc(-c2nc(-c3ccccn3)no2)cc1[N+](=O)[O-]	1	1%	5%	-19%	-17	-2%	3.6%	-13%	4%
34	NS(=O)(=O)c1ccc(CCNc2nn3c(-c4cccc(OC(F)(F)F)c4)cnc3s2)cc1	-12	0%	nt	nt	5	nt	nt	-12%	nt
35	N#Cc1ncc(Cl)c2ccccc12	-3	2%	3%	0%	0	1%	4.8%	-3%	7%
36	COc1ccc2c(c1)[nH]c1c(=O)n(CCN3CCOCC3)cnc12	-5	0%	6%	-16%	3	-4%	-0.1%	0%	3%
37	Oc1cc(-c2ccncc2)cc2cccnc12	10	?	nt	nt	-29	1%	0.0%	-5%	6%[57.1 µM]
38	CC(=O)c1cccc(NC(=O)Nc2nc(C)cc(C)n2)c1	-5	-1%	-4%	-5%	4	4%	-0.9%	3%	-1%
39	Cc1cc(C)c(C)c(/C=C(/C#N)C(N)=S)c1C	-3	-7%	0%	-15%	11	-3%	0.4%	-4%	-1%[57.1 µM]
40	CC1(C)C(=O)OC(c2cccs2)C2(CCCCC2)C1=O (configuration not stated)	3	-5%	6%	-12%	1	-2%	-0.8%	-4%	-1%[57.1 µM]
41	Cc1ccccc1NC(=S)N1CCCN(Cc2ccc(F)cc2)C1	-8	-1%	-4%	-21%	-3	9%	2.9%	-3%	-2%
42	C=Cc1ccc(CSc2cc(C)nc3nc(C)nn23)cc1	-4	-18%	-9%	-13%	3	-11%	7.6%	1%	-12%
43	O=C(N/N=C/c1c(Cl)cccc1Cl)c1n[nH]c2c1CCCC2	-4	-6%	6%	-12%	-1	-4%	2.3%	-2%	5%
44	COC(=O)c1cccc(-c2ccc(/C=N/N3C(=O)C4C5C=CC(C6CC56)C4C3=O)o2)c1 (configuration not stated)	-11	0%	-2%	-8%	1	-6%	0.8%	1%	6%[57.1 µM]
45	COc1ccc(-n2nc(C(=O)Nc3ccc4c(c3)OCO4)c3c4ccccc4n(C)c3c2=O)cc1	-1	1%	8%	-10%	5	1%	1.4%	3%	5%
46	CC(C)Nc1nnc(SC(C)C(=O)Nc2ccc(N3CCOCC3)cc2)s1 (configuration not stated)	0	1%	-3%	-22%	-6	-10%	0.6%	-2%	-2%
47	CCOC(=O)C(CC)(CC)C(=O)/C=C/c1ccc(OC)cc1	2	-12%	8%	-10%	5	6%	0.1%	-1%	-22%
48	COc1ccc(NC(=O)CN(C)C(=O)c2cc(-c3ccc(Cl)cc3)nc3ccccc23)cc1	-1	-8%	5%	-18%	3	0%	1.4%	-2%	-9%
49	CN(c1ccccc1)S(=O)(=O)c1cccc(NC(=O)c2ccc(=O)[nH]c2)c1	2	-5%	-7%	-6%	2	3%	-0.1%	1%	0%
50	CCCC(=O)C1=C(O)C(C(=O)OC)C(C)(C)CC1=NC(C)C (configuration not stated)	-1	-1%	-5%	3%	-9	-9%	0.1%	2%	-9%

The list is partial. The share of hits here may be higher or lower than overall.
